Source: PubChem
FBW7 activator – FBW7 E3 ligase activators, primary screen, biochemical, AlphaScreen, human | F-box/WD repeat-containing protein 7 (Homo sapiens), Q969H0 | AlphaScreen FBW7–phospho-cyclin E peptide binding, activator screen | normalized activity (activation), % at 26.1 µM | actives 0.13% (n = 650,000); in the data active = normalized activity above about 1.9%;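 also: purified mutant Fbw7 with reduced substrate affinity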
MITF inh – MITF inhibitors, primary screen, biochemical, AlphaScreen, human; Microphthalmia-associated transcription factor (Homo sapiens), O75030; AlphaScreen MITF homodimerization, bead proximity signal; inhibition, % at 2.6 µM; actives 0.91% (n = 650,000); AID 1259374, 2018; in the data active = inhibition above about 50%;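 also: 0% = vehicle wells with protein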
Target sequence (O75030 whole entry, looked up): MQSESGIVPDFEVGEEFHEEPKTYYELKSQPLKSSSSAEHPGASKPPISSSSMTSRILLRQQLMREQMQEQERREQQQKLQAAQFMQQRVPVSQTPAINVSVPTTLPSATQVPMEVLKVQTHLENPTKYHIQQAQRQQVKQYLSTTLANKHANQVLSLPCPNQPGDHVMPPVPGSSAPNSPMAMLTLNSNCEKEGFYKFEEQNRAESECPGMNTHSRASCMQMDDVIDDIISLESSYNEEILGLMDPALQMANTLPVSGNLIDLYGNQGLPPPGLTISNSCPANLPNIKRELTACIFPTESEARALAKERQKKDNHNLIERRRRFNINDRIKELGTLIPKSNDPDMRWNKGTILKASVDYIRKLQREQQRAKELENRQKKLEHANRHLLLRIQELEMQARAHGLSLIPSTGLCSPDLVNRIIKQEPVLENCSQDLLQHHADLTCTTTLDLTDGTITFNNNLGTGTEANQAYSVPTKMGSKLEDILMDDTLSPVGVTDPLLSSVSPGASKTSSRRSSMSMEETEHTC
TEAD-YAP block – TEAD-YAP interaction inhibition, primary screen, TEAD-YAP interaction inhibitor project, luminescence, HEK-TIYL cells; TEAD-Gal4/YAP UAS-luciferase luminescence; inhibition, % at 9.12 µM; actives 1.4% (n = 640,000); AID 1259422, 2018; in the data active = inhibition above about 32%;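 also: 0% = median of test compound wells and 100% = reference inhibitor wells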
GPR151 activ – activators of human GPR151, primary screen, cell-based, PathHunter beta-arrestin, luminescence. G-protein coupled receptor 151 (Homo sapiens), Q8TDV0. PathHunter beta-arrestin GPR151 cells. activation, % at 11.2 µM. actives 1% (n = 650,000). AID 1508602, 2020; in the data active = activation above about 4.9%;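 also: 0% = median of compound wells and 100% = cells with positive control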
Target sequence (Q8TDV0 whole entry, looked up): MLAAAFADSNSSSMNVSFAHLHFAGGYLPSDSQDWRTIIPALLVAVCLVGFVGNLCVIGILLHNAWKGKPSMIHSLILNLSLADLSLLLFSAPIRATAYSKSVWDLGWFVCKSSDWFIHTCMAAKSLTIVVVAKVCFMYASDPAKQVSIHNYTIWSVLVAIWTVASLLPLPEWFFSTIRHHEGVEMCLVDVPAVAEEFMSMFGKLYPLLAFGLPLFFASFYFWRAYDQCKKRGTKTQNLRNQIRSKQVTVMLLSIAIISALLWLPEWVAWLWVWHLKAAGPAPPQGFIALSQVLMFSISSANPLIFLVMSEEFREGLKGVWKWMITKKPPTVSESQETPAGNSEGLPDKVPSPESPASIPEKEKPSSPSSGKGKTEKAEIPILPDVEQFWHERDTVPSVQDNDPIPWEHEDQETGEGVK
Numbers without * were called inactive.

Each structure is followed by: TEAD-YAP block, MITF inh, GPR151 activ, FBW7 activator
CCCCN(CC)S(=O)(=O)c1ccc2c(c1)CCN2C(=O)CC
 : 2, -5, -0.1, 0.1
Cc1cccc(-n2nc3c(c2NC(=O)c2ccccc2F)CSC3)c1C
 : -5, -8, -1.9, -0.1
Cc1ccc(-c2nsc(SCC(=O)Nc3cccc([N+](=O)[O-])c3)n2)cc1
 : 2, 20, -1.6, 0.0
Cc1nnc(NC(=O)c2ccc(C(=O)c3ccccc3)cc2)s1
 : -5, 7, -1.1, -0.1
CNC(=O)/C(C#N)=C/c1c(Oc2ccc(C(C)(C)C)cc2)nc2c(C)cccn2c1=O
 : -4, 12, -0.5, 0.0
C=CCN1C(=O)/C(=C\c2cc3c(cc2OC)OCO3)SC1=S
 : -2, -9, 0.6, 0.1
COc1ccccc1OCCCn1c(=O)sc2ccccc21
 : -26, -4, 2.2, -0.1
CCOC(=O)CSc1nc2c(c(=O)n1C1CCCC1)C1(CCCC1)Cc1ccccc1-2
 : -4, 8, -0.2, 0.0
Cc1nc2c(C(=O)N(C)Cc3ccco3)c[nH]n2c(=O)c1Cc1ccccc1F
 : 5, -5, -1.3, -0.2
Cc1ccc(-c2nn(-c3cc(N4CCCCC4)ccc3[N+](=O)[O-])c(=O)c3ccccc23)cc1C
 : -1, -2, 0.3, 0.0
COc1cccc(-c2nc(CS(=O)(=O)CC(=O)NCCCN3CCCC3=O)c(C)o2)c1
 : 9, -13, 0.5, -0.5
O=C(NCCO)C(=O)NCC(c1cccs1)S(=O)(=O)c1ccc(Cl)cc1 (stereo not drawn)
 : 12, 8, -0.7, 0.1
O=C(CSc1nnc(NC(=O)c2cc3ccccc3oc2=O)s1)c1ccccc1
 : -2, 21, -1.2, 0.4
COc1cc(C)ccc1OCCOCCOc1cccc(C=O)c1
 : -39, 7, 0.4, -0.1
O=C(c1nc2ccccn2c1CNCCCn1nnc2ccccc21)N1CCOCC1
 : 8, 14, 3.3, 0.0

2 entries from above, as labelled records:
> Cc1nc2c(C(=O)N(C)Cc3ccco3)c[nH]n2c(=O)c1Cc1ccccc1F
- TEAD-YAP block = 5
- MITF inh = -5
- GPR151 activ = -1.3
- FBW7 activator = -0.2

> C=CCN1C(=O)/C(=C\c2cc3c(cc2OC)OCO3)SC1=S
- TEAD-YAP block = -2
- MITF inh = -9
- GPR151 activ = 0.6
- FBW7 activator = 0.1

(next part)
Each structure is followed by: TEAD-YAP block, MITF inh, GPR151 activ, FBW7 activator
Cc1ccc(C(=O)N2CCN(c3nc(-c4ccc(F)cc4)cs3)CC2)cc1
 : -6, -1, 1.3, 0.4
COC(=O)c1c(NC(=O)COc2cccc(C)c2)sc2c1CCCC2
 : -8, -5, -1.6, -0.1
COc1ccc(Br)cc1C(=O)N/C(=C\c1cccc([N+](=O)[O-])c1)C(=O)Nc1ccccc1Br
 : -3, -3, 1.3, -0.1
CCN(CC)C(=O)c1cc(-c2ccc(Br)cc2)nc2ccccc12
 : 5, 8, -0.8, 0.0
COc1ccc(C(=O)COC(=O)CN2C(=O)C3C4C=CC(C5CC45)C3C2=O)cc1 (stereo not drawn)
 : -4, 23, -1.8, 0.4
COc1cc(Nc2nc(Nc3ccc4c(c3)OCO4)c3ncn(C(C)C)c3n2)cc(OC)c1OC
 : -13, 15, 2.3, 0.1
CCOc1ccc(NC2OC(=O)c3c2ccc(OC)c3OC)cc1 (stereo not drawn)
 : -1, 0, -0.8, 0.0
COC(=O)C(CCCCOc1ccc(Cl)cc1)C(=O)OC
 : -7, -5, -0.1, 0.5
CCOC(=O)N1CCc2c(sc(NC(=O)c3ccc(S(=O)(=O)N(CC)CC)cc3)c2C(N)=O)C1
 : 3, -2, -0.1, -0.1
Fc1cnc(Nc2ccc(N3CCNCC3)cc2)cc1-n1cnc(Nc2ccccc2)n1
 : 65*, 10, -0.2, -0.6
CCOc1ccccc1/C=N/NC(=O)Nc1ccccc1
 : 5, -3, -0.2, 0.0
CC1CCc2c(sc(NC(=O)c3cc4ccccc4c(=O)o3)c2C#N)C1 (stereo not drawn)
 : -5, -9, 0.7, -0.1
Cc1cccc(/C=N\NC(=O)c2ccc(Br)cc2)c1O
 : -34, 4, 1.1, 0.1
COc1cccc(C2/C(=C(/O)c3ccc(C)cc3)C(=O)C(=O)N2CCCC(=O)O)c1 (stereo not drawn)
 : 5, 14, -1.5, 0.0
O=C(CSc1nnc(-c2cccc(Br)c2)o1)c1cccc2ccccc12
 : -3, 5, -0.6, 0.0
CCOc1ccc(C2C(C#N)=C(SCC(N)=O)NC(=O)C2C(=O)OC)cc1 (stereo not drawn)
 : -35, 23, 0.2, 0.1
CC1=C(C(=O)Nc2ccc(Cl)cc2)C(c2cccc(Cl)c2)NC(=O)N1 (stereo not drawn)
 : 7, -1, -0.2, -0.1
CCN1CCCC1CNS(=O)(=O)c1ccc(-c2ccc(S(=O)(=O)NCC3CCCN3CC)cc2)cc1 (stereo not drawn)
 : 7, -6, -0.4, -0.1
Nc1nonc1-n1nnc(C(=O)N/N=C/c2cc(Cl)ccc2O)c1CN1CCOCC1
 : 15, 35, 3.3, -0.2
COC(=O)c1ccc(-c2ccco2)n1CC(=O)N1CCC(C(N)=O)CC1
 : 1, 11, 0.0, 0.8
COc1cc(Nc2nc(NCc3nc4ccccc4[nH]3)c3[nH]cnc3n2)cc(OC)c1OC
 : -1, 17, -0.1, 0.0
Cc1cccc2c1cnn2C(=O)Nc1cc(F)ccc1F
 : -6, 17, -2.1, 0.1
COC(=O)C(C)Oc1ccc2c(-c3ccccc3)cc(=O)oc2c1 (stereo not drawn)
 : -16, 4, -1.2, 0.0
COc1ccc(C2(C)NC(=O)N(CC(=O)N3CCCc4ccccc43)C2=O)cc1 (stereo not drawn)
 : 19, -7, -2.2, -0.3
CCN1CCN(C(=O)CN(c2ccc([N+](=O)[O-])cc2)S(=O)(=O)c2ccccc2)CC1
 : -6, 29, -2.0, 0.1
CCO[C@H]1[C@H](NC(=O)c2cccnc2)c2ccccc2C12CCN(C(=O)c1ccoc1)CC2
 : 10, 9, 0.1, 0.2
COc1ccc(C)c2sc(N3CCN(C(=O)CCOc4ccccc4)CC3)nc12
 : 2, 3, 1.4, 0.1
CC1(C)CC2CC(C)(CN2c2nc(N)c(C#N)c(CC#N)c2C#N)C1 (stereo not drawn)
 : -7, 4, -2.3, 0.3
O=C(NC1CCCCCC1)c1cc(-c2ccc(Cl)c(Cl)c2)nc2ccccc12
 : 7, -3, -1.0, -0.1
CC(=O)c1[nH]c(C)c(C(=O)NC2CCCC2)c1C
 : -16, 6, -0.3, -0.2
COc1cccc(Nc2ccc3ccccc3c2)c1
 : -58, -4, -0.8, 0.1
CC(=O)N1CCc2cc(NS(=O)(=O)c3ccccc3S(C)(=O)=O)ccc21
 : 0, 13, -2.6, 0.5
O=C1NCCc2c1[nH]c1ccc(OCc3ccccc3)cc21
 : 8, -2, 1.1, 0.0
Brc1ccc(NCCc2ccccn2)nc1
 : -43, 11, -1.3, -0.3
Cn1sc2cc([N+](=O)[O-])cc(Oc3ccccc3)c2c1=O
 : 0, 0, 0.5, -0.5
O=C(NCc1ccccc1)N1CCN(c2nccnc2NS(=O)(=O)C2CC2)CC1
 : -11, 16, -0.4, -0.3
O=C(CN1Cc2ccccc2OC(c2ccsc2)C1)NCc1nc2ccccc2[nH]1 (stereo not drawn)
 : 0, 9, 1.5, 0.0
CC(O)CNC(=O)C(=O)NCc1ccccc1 (stereo not drawn)
 : -1, -3, 2.5, -0.2
CC(C)OC(=O)c1c(NC(=O)Cn2cnc([N+](=O)[O-])n2)sc2c1CCCC2
 : -6, 2, -2.0, 0.1
CCN(CC)c1nc(NCCOc2ccccc2)nc(N2CCOCC2)n1
 : -10, -1, -1.3, 0.2
O=C(CCS(=O)(=O)c1ccc(Br)s1)NC1CCCCCC1
 : -3, 6, 2.2, 0.1
COc1cc(C(=S)N2CCOCC2)ccc1OC(=O)c1ccccc1[N+](=O)[O-]
 : -2, 15, -0.7, 0.1
CCCCc1nc(SCC(=O)Nc2ccc(C(=O)OCC)cc2)n[nH]1
 : -8, 8, -0.9, 0.2
C=COC(=O)c1sc2nc(-c3cccs3)cc(C(F)(F)F)c2c1N
 : -3, 6, -1.3, 0.1
COC(=O)C1(C#N)C(c2ccccc2)C1(C(=O)OC)C(=O)OC (stereo not drawn)
 : 8, 13, -1.4, 0.1

Fetched by compound from the entries so far:
Each structure is followed by: TEAD-YAP block, MITF inh, GPR151 activ, FBW7 activator
COc1cc(C(=S)N2CCOCC2)ccc1OC(=O)c1ccccc1[N+](=O)[O-]
 : -2, 15, -0.7, 0.1
CC(O)CNC(=O)C(=O)NCc1ccccc1 (stereo not drawn)
 : -1, -3, 2.5, -0.2

Some entries already given, reduced to MITF inh, TEAD-YAP block and GPR151 activ.
| Structure | MITF inh | TEAD-YAP block | GPR151 activ |
| --- | --- | --- | --- |
| C=CCN1C(=O)/C(=C\c2cc3c(cc2OC)OCO3)SC1=S | -9 | -2 | 0.6 |
| COc1ccccc1OCCCn1c(=O)sc2ccccc21 | -4 | -26 | 2.2 |
| CCOC(=O)CSc1nc2c(c(=O)n1C1CCCC1)C1(CCCC1)Cc1ccccc1-2 | 8 | -4 | -0.2 |
| Cc1nc2c(C(=O)N(C)Cc3ccco3)c[nH]n2c(=O)c1Cc1ccccc1F | -5 | 5 | -1.3 |
| Cc1ccc(-c2nn(-c3cc(N4CCCCC4)ccc3[N+](=O)[O-])c(=O)c3ccccc23)cc1C | -2 | -1 | 0.3 |
| COc1cccc(-c2nc(CS(=O)(=O)CC(=O)NCCCN3CCCC3=O)c(C)o2)c1 | -13 | 9 | 0.5 |

Additional entries follow.
Each structure is followed by: TEAD-YAP block, MITF inh, GPR151 activ, FBW7 activator
CCOCCNC(=O)c1ccc2c3c(cccc13)CC2
 : -1, -11, 0.7, -0.1
CC(=O)C1=C(C)N=c2s/c(=C/c3cc4c(cc3Br)OCO4)c(=O)n2C1c1ccc(N(C)C)cc1 (stereo not drawn)
 : 0, -4, -0.3, -0.1
CCOc1ccc(Nc2nc(N)nc(C)c2[N+](=O)[O-])cc1
 : 11, 4, 1.6, -0.3
COC(=O)C1=C(C)NC(C)=C(C(=O)OC)C1c1ccco1
 : 2, -5, -0.1, 0.0
Cc1cc2c(cc1C)/C(=N/NC(=O)c1ccccn1)CCC2
 : -38, 5, 0.6, -0.2
COc1cccc(C2(NC(=O)CCn3cnc4ccccc43)CCCC2)c1
 : 3, -7, -0.4, 0.0
CCOc1ccc(C(=O)n2nc(C)cc2C)cc1
 : -5, 14, -0.1, 0.1
CCc1ccccc1N(C)S(=O)(=O)c1ccc2[nH]cc(C(=O)NCCCOC)c(=O)c2c1
 : 2, -8, 4.2, 0.0
CN(Cc1ccco1)C(=O)C1CCC(CNS(=O)(=O)c2ccc(Cl)cc2)CC1 (stereo not drawn)
 : 1, -10, 0.6, 0.3
COc1cc(OC)cc(C(=O)N[C@H](C(=O)O)C(C)C)c1
 : -2, -3, 1.3, -0.1
Cc1nn(CC(=O)Nc2ccc(Cl)cc2Cl)c(=O)c2ccccc12
 : 3, -2, 0.1, -0.2
COc1ccc(-c2cn3c4ccccc4nc3n2CCN2CCCC2)cc1
 : -6, 9, 0.3, 0.2
O=C(COC(=O)c1ccccc1O)NC(c1ccccc1)c1ccccc1
 : -1, 3, 0.6, 0.4
Cc1ccc(NC(=O)c2ccc(CSc3ccc(Cl)cc3)cc2)c(C)c1
 : 2, -3, 0.5, -0.3
NC(=O)c1c(NC(NC(=O)c2ccc(Cl)cc2)(C(F)(F)F)C(F)(F)F)sc2c1CCCC2
 : -12, -2, 2.0, -0.1

Entries of single compounds as entered above.
COc1cccc(Nc2ccc3ccccc3c2)c1 across the screens: TEAD-YAP block = -58; MITF inh = -4; GPR151 activ = -0.8; FBW7 activator = 0.1
Cc1ccc(-c2nsc(SCC(=O)Nc3cccc([N+](=O)[O-])c3)n2)cc1 across the screens: TEAD-YAP block = 2; MITF inh = 20; GPR151 activ = -1.6; FBW7 activator = 0.0
COc1cc(C)ccc1OCCOCCOc1cccc(C=O)c1 across the screens: TEAD-YAP block = -39; MITF inh = 7; GPR151 activ = 0.4; FBW7 activator = -0.1

(further entries)
Each structure is followed by: TEAD-YAP block, MITF inh, GPR151 activ, FBW7 activator
O=C(CSc1ccc(Cl)cc1)NCc1ccc(Cl)cc1
 : 7, -5, -1.1, 0.0
COc1cc(C(=O)NC(c2cccs2)c2cc(Cl)c3cccnc3c2O)cc(OC)c1OC (stereo not drawn)
 : 13, 12, -1.8, 0.7
CCc1ccc(NC(=O)CSc2nc3ccccc3c(=O)n2CC2CCC(C(=O)NCCc3ccccc3)CC2)cc1 (stereo not drawn)
 : 9, -3, 0.0, -0.1
CC1=C(C(=O)OC(C)C)C(c2ccccc2Br)C2=C(CC(C)(C)CC2=O)N1 (stereo not drawn)
 : 10, -12, 0.0, 0.0
COc1ccc(S(=O)(=O)NCCCc2ccc(N(C)C)cc2)c(C)c1
 : 8, 11, -0.3, -0.5

Random draw from the library; 3.5% or so of the library scored in one or more.
